TNF necrop inh – inhibitors of TNF-alpha induced necroptosis in Jurkat FADD-/- cells; hit rate 0.068% among 220,000; AID 463075; activation (protection from cell death), % at 10 µM; Jurkat FADD-/- TNF necroptosis rescue, ATP luminescence, 24 h; 0 = TNF only, 100 = no-TNF cells;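 active = activation, meaning protection from cell death, of at least 50% relative to plate controls; inactive = activation below 50%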;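 note: necroptosis triggered by 40 ng/mL TNF-alpha added together with compound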
TbHK1 inh – T. brucei hexokinase 1 inhibition. recombinant TbHK1, G6PDH-coupled NADH A340. inhibition, % at 10 µM. hit rate 0.11% among 220,000. AID 1430;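 active = inhibition of 50% or more in the single-dose primary screen; inactive = inhibition below 50%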
PPC-1+TRAIL kill – PPC-1 cancer cell killing with TRAIL present; PPC-1 cells + TRAIL, ATPLite viability luminescence; cell killing (% activity), % at 4 µM; hit rate 0.41% among 220,000;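 active = cell killing above 50% in the first pass at 4 µM, then a duplicate retest at 5 µM averaging 50% or more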;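 note: plate controls were cells with TRAIL plus DMSO for no effect and medium-only wells lacking cells for full effect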
FXIa inh 1536 – blocks human coagulation factor XIa protease activity | P03951 | hit rate 0.14% among 220,000 | purified FXIa, Boc-Glu-Ala-Arg-AMC fluorogenic substrate | inhibition, % at 5 µM;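 active = inhibition of at least 40%; inactive = inhibition below 40%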;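 note: fluorescence of freed AMC excited at 355 nm; 0% = enzyme without compound and 100% = no enzyme blank; many of its hits are not listed in these tables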
CHOP inhibitor – CHOP inhibition in unfolded protein response. CHO-K1 CHOP-promoter luciferase, tunicamycin-induced, 15-18 h. inhibition, % at 10 µM. hit rate 3.8% among 220,000. AID 2732;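 active = compounds that reduced the stress-induced luciferase reporter signal by more than about 70% of percent inhibition, limit read from the data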;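 note: 0% = tunicamycin plus vehicle and 100% = wells without tunicamycin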
FXIIa inh 1536 – factor XIIa (human) inhibition; P00748; purified FXIIa, Boc-QGR-AMC fluorogenic substrate, 2 h; inhibition, % at 5 µM; hit rate 0.3% among 220,000; AID 800; in the data active = inhibition above about 40%;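 note: 0% = enzyme with no compound and 100% = blank without enzyme; many of its hits are not listed in these tables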
Target sequence (P00748 20-372 limits assumed): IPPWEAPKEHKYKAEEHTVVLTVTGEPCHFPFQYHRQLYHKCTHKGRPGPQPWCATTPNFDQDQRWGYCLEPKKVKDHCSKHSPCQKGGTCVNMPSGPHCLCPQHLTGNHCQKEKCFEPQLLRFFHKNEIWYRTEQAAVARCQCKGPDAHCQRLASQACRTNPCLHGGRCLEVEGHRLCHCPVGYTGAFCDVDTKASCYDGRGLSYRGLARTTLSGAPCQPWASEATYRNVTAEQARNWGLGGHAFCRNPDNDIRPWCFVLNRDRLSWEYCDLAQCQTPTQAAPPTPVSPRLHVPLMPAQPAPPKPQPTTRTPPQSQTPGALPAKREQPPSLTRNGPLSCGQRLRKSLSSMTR
Target sequence (P00748 373-615 limits assumed): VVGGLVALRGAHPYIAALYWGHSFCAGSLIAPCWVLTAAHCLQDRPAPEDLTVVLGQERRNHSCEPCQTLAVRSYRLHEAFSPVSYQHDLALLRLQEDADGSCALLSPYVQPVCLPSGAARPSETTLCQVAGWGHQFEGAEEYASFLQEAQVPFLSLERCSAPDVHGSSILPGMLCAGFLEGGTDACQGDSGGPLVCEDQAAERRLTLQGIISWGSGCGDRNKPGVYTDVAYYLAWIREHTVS
EP2 antag – blocks the human prostaglandin E2 receptor EP2; C6 glioma cells expressing human EP2, cAMP TR-FRET; cells stimulated with saturating PGE2; hit rate 0.52% among 260,000; inhibition, % at 25 µM; P43116; AID 1422;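 active = percent inhibition above 40 after rounding to a whole number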;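 note: rat C6 glioma host cells with rolipram phosphodiesterase inhibitor present; the protocol text gives 20 µM as final concentration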
Target sequence (P43116 whole entry, looked up): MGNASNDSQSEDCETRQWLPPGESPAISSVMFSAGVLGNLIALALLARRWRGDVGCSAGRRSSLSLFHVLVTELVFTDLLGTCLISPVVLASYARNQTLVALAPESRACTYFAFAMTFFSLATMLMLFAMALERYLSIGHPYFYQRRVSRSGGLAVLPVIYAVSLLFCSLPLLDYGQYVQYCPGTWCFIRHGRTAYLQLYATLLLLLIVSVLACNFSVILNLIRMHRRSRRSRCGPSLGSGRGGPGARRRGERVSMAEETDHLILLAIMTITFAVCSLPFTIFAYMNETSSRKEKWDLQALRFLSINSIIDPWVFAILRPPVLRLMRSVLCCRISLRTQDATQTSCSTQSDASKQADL
Wee1 degr inh – human Wee1 degradation inhibition, primary screen | AID 1321 | reporter increase, % at 5 µM | P30291 | HeLa Luc-Wee1K328M stability, luciferase luminescence; 100% = proteasome inhibitor MG132 effect | hit rate 1.2% among 220,000;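 active = activation above the mean of all tested compounds plus 3 SD, set per screening run, cut at about 8.8% in these data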;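 note: cells exposed to compound for 20 h before luminescence read; 0% = DMSO alone and 100% = MG132 at 30 µM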
zVAD death inh – L929 zVAD cell death inhibition | viability rescue, % at 10 µM | L929 zVAD necroptosis rescue, ATP luminescence, 24 h; with zVAD 60 µM | hit rate 0.38% among 220,000;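 active = activation, scaled between plate controls, above about 75%, limit read from the data; inactive = activation under that limit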;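 note: 0% = zVAD with DMSO and 100% = DMSO alone without zVAD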
Numbers without * were called inactive; · = no result given. Not all compounds are listed; rates above refer to the full screens.

structure	TNF necrop inh	TbHK1 inh	PPC-1+TRAIL kill	FXIa inh 1536	CHOP inhibitor	FXIIa inh 1536	EP2 antag	Wee1 degr inh	zVAD death inh
COc1ccc(C2/C=C\CN(C(=O)C3CCCC3)CC(=O)N2Cc2ccc(F)cc2)cc1 (stereo not given)	1.7	-2.4	12.7	6.8	20.3	19.9	10.2	·	-1.1
COc1ccc(CCn2c(-c3ccc(C(C)(C)C)cc3)n[nH]c2=S)cc1OC	-0.9	-2.7	5.1	-7.2	-15.9	-2.6	6.9	4.9	-0.1
COc1cc(C2C(C(=O)c3ccco3)=C(O)C(=O)N2Cc2cccnc2)cc(OC)c1OC (stereo not given)	0.2	-25.8	9.7	1.4	2.6	3.5	16.0	-0.3	-0.2
COc1ccc(/C=N/Nc2nc(C)c([N+](=O)[O-])c(N(C)c3ccccc3)n2)cc1OC	-0.4	-29.2	16.1	11.7	-21.5	20.3	13.9	4.0	0.8
COc1cc(OC)c(C(=O)NC2CCCCCC2)cc1OC	1.0	4.5	2.8	13.5	-16.7	11.2	16.2	3.3	0.5
Cc1c(C(=O)OCC(=O)c2c(N)n(CC(C)C)c(=O)n(C)c2=O)oc2ccccc12	-2.7	-16.4	6.9	-8.1	44.7	-4.3	4.7	3.6	0.3
COc1ccc(N/C=C\C(=O)c2ccc3c(c2)OCO3)cc1OC	1.4	21.0	35.1	9.8	7.1	7.1	3.9	1.6	0.6
O=C(NNC(=O)C1CCCN(S(=O)(=O)c2cccc(F)c2)C1)C1CC1 (stereo not given)	-0.8	-0.3	15.3	-3.7	29.0	3.7	6.8	3.9	0.0
CCN(CC)CCSc1nnc(Nc2ccccc2)n1-c1ccccc1	1.1	8.6	12.6	0.0	-5.3	5.4	5.0	-2.0	-0.5
CCOc1cc(OCC)cc(C(=O)NCCCN2CCOCC2)c1	0.5	1.2	4.5	-1.9	13.1	10.5	6.9	-2.2	0.7
CCC(C)N1C(=O)/C(=C/c2c(NCCCOC(C)C)nc3c(C)cccn3c2=O)SC1=S (stereo not given)	-0.1	-12.9	27.2	4.0	11.8	8.3	4.9	-1.1	0.1
COC(=O)C1=C(C)Nc2nnnn2C1c1ccc(Cl)cc1Cl (stereo not given)	-1.9	-2.5	8.4	-2.1	41.3	14.5	14.8	3.1	-0.3
COc1ccc(OC)c(C(Nc2ccccc2)P(=O)(OC(C)C)OC(C)C)c1 (stereo not given)	0.2	-9.5	-0.7	4.2	-4.9	10.1	7.6	-2.4	-0.3
Cc1sc2nc(SCC(=O)N(CCO)CCO)n(C3CCCCC3)c(=O)c2c1C	-2.0	1.7	-5.3	-2.3	57.0	-0.5	18.7	-2.8	0.0
COc1ccc(CNC(=O)c2ccc(N3CCCC3=O)cc2)cc1	0.6	9.4	-11.4	3.4	20.5	-4.2	7.1	0.7	0.0
Cc1ccc(S(=O)(=O)Nc2cccc(Cl)c2)cc1NC(=O)c1cccnc1	3.0	2.8	-7.6	2.2	-17.3	8.6	6.6	5.6	0.4
Cc1ccc(C)c(NC(=O)c2ccc(S(=O)(=O)C(F)F)cc2)c1	2.3	-2.4	-13.8	-8.2	29.0	-4.9	7.2	-2.8	0.9
CCCCCCC#Cc1ccc2c(c1)COc1c3ccccc3nn1-2	0.6	-6.0	-0.1	1.4	-14.7	3.1	7.4	·	-0.5
Cc1nnc(NNS(=O)(=O)c2ccc(Cl)cc2)[nH]c1=O	1.2	3.1	-8.8	-8.0	7.0	9.6	3.6	6.2	-0.6
CC(=O)NNC(=O)CCn1nnc2ccccc21	0.3	4.1	-3.7	4.0	12.6	5.9	4.7	-0.1	8.6
CN(C)S(=O)(=O)NC(c1ccccc1)c1ccccc1	-1.2	1.8	16.4	-6.4	20.9	2.6	6.6	1.0	0.4
CCC1Oc2ccc(C)cc2N(CC(=O)NCc2cc(OC)ccc2OC)C1=O (stereo not given)	0.0	-1.9	30.3	-5.4	53.6	-5.1	11.0	0.0	0.6
COc1ccc(CN(C(=O)CSc2nnc(-c3ccc(OC)c(OC)c3)o2)c2ccc(F)cc2)cc1	-6.8	-16.4	2.7	-0.1	28.6	6.4	14.2	-0.4	-0.6
Nc1ncnc2c1ncn2CCOc1ccccc1	-3.1	-3.6	7.4	8.0	14.8	16.9	4.5	1.6	-0.5
O=C(O)c1ccc(OC(F)(F)C(F)C(F)(F)F)cc1 (stereo not given)	-0.1	5.3	-1.0	2.5	-12.9	-4.6	10.5	0.2	0.3
O=C(NCCOc1ccccc1)c1ncn[nH]1	-0.8	-2.4	21.1	1.1	0.0	12.7	3.9	0.5	0.1
C#CCOC(=O)Nc1ccc(OCC(F)(F)F)nc1	-0.3	7.0	19.1	4.7	-19.8	6.0	10.7	4.0	-0.4
O=C(/C=C1\NC2(CCCC2)Cc2ccccc21)C(=O)N/N=C/c1ccccc1O	-6.9	-6.7	46.6	5.1	51.6	-2.6	5.8	-1.5	37.1
COc1ccc(/C=N/Nc2nc(=O)[nH]nc2C)cc1OC	-4.0	-67.0	-3.5	5.4	-17.2	12.1	6.4	2.5	0.1
Cc1ccc(C(=O)CCNc2ccccc2)o1	-1.8	-7.1	8.4	-2.8	25.9	2.5	9.9	3.0	-0.2

Whole records, looked up by structure. Values in the order: TNF necrop inh | TbHK1 inh | PPC-1+TRAIL kill | FXIa inh 1536 | CHOP inhibitor | FXIIa inh 1536 | EP2 antag | Wee1 degr inh | zVAD death inh
Listed for CCC1Oc2ccc(C)cc2N(CC(=O)NCc2cc(OC)ccc2OC)C1=O (stereo not given) = 0.0 | -1.9 | 30.3 | -5.4 | 53.6 | -5.1 | 11.0 | 0.0 | 0.6
Listed for Cc1ccc(S(=O)(=O)Nc2cccc(Cl)c2)cc1NC(=O)c1cccnc1 = 3.0 | 2.8 | -7.6 | 2.2 | -17.3 | 8.6 | 6.6 | 5.6 | 0.4
Listed for COc1ccc(/C=N/Nc2nc(C)c([N+](=O)[O-])c(N(C)c3ccccc3)n2)cc1OC = -0.4 | -29.2 | 16.1 | 11.7 | -21.5 | 20.3 | 13.9 | 4.0 | 0.8
Listed for CC(=O)NNC(=O)CCn1nnc2ccccc21 = 0.3 | 4.1 | -3.7 | 4.0 | 12.6 | 5.9 | 4.7 | -0.1 | 8.6
Listed for Cc1nnc(NNS(=O)(=O)c2ccc(Cl)cc2)[nH]c1=O = 1.2 | 3.1 | -8.8 | -8.0 | 7.0 | 9.6 | 3.6 | 6.2 | -0.6

(further entries)
structure	TNF necrop inh	TbHK1 inh	PPC-1+TRAIL kill	FXIa inh 1536	CHOP inhibitor	FXIIa inh 1536	EP2 antag	Wee1 degr inh	zVAD death inh
Cc1ccc(NC(=O)CC2COc3ccccc3O2)cc1 (stereo not given)	0.9	-3.0	-2.2	-1.2	-11.4	18.6	13.0	-3.0	-0.1
O=C(CSc1nnc(-c2ccncc2)o1)N1CCc2ccccc2C1	-0.6	2.9	7.6	-6.8	-7.6	11.3	8.9	-0.4	3.1
CCN(CC)CCC(c1ccc(OC)cc1)c1c(O)cc(OC)cc1OC (stereo not given)	2.0	11.4	2.0	1.1	15.4	8.2	5.0	·	0.2
CC(O)CNc1cc(N)c([N+](=O)[O-])cc1[N+](=O)[O-] (stereo not given)	1.4	-37.6	20.6	4.1	-0.8	7.4	5.4	2.1	1.1
CCn1c(O)c(N=NC2=NC(=O)CS2)c2cc(C)ccc21	0.0	-21.0	25.3	-1.3	10.1	8.8	15.1	-2.4	0.7
CCOc1ccc(S(=O)(=O)NN)cc1	0.2	-11.0	3.2	4.3	-12.8	17.5	7.3	0.9	0.2
CC1(C)Cc2cccc(OCC(=O)OCC(=O)Nc3cccc(S(N)(=O)=O)c3)c2O1	0.6	-3.6	-8.1	-1.9	-24.3	2.2	5.8	3.5	-0.2
COc1ccccc1NC(=O)CSc1nnc(Cn2nnc(-c3ccccc3)n2)n1-c1ccccc1	-1.3	2.7	5.4	-6.4	23.0	8.9	3.1	0.2	-0.3
O=C(COc1ccc2ccccc2c1)Nc1nnc(-c2ccco2)s1	1.1	7.8	2.9	-4.1	72.0*	7.7	12.6	-0.6	-0.1
Cc1ccc2c(Cl)cc(Cl)c(OCC(=O)NCCc3ccccn3)c2n1	-1.4	-0.7	-6.6	0.3	33.5	9.2	4.9	0.4	0.2
CCOc1ncccc1C(=O)OCC(=O)N1CCN(S(=O)(=O)c2ccc(Cl)cc2)CC1	0.2	-4.1	7.0	-12.8	12.3	-13.9	7.0	5.2	0.2
Cc1cc(C)n(C(CC(=O)N2CCc3ccccc3C2)C(=O)O)n1 (stereo not given)	-3.1	15.5	-2.0	-1.6	4.0	-3.7	6.5	-3.5	0.1
CCN(CC)CCCN1C=C2C(=O)C(C)(OC(=O)C3CCCC3)C(=O)C=C2C=C1c1ccsc1 (stereo not given)	-0.2	-41.7	17.2	0.8	3.8	10.3	5.6	·	-0.7
O=C(Oc1ccc2c3c(c(=O)oc2c1)CCCC3)c1cccs1	1.1	13.5	1.5	6.9	42.0	6.8	13.2	0.3	0.0
Cc1cc(CNC(=O)C(C)n2nc(C)c([N+](=O)[O-])c2C)c2ccccc2n1 (stereo not given)	2.7	-4.6	-0.7	-0.9	-2.1	11.3	6.6	-1.1	1.3
Brc1ccc(-c2ncc(-c3ccccc3)cn2)cc1	0.0	-7.0	-1.5	8.6	16.9	3.7	10.7	-2.0	0.6
CCN(CC)S(=O)(=O)c1cc(NC(=O)c2n[nH]c(=O)c3ccccc23)ccc1C	-1.7	-6.0	12.1	-2.2	43.7	7.2	5.3	-1.1	5.8
OC1CCCN(C(=S)Nc2ccc(SC(F)F)cc2)C1 (stereo not given)	2.3	2.2	-3.1	6.0	-17.6	4.7	5.3	-0.2	0.3
CCOC(=O)Nc1ccc(Oc2ccccc2)cc1	-0.9	-0.7	-3.2	-12.5	73.5*	14.4	8.2	-0.6	0.3
O=C(CN1CCCc2ccccc21)NCCc1ccc(F)cc1	0.6	-4.1	-15.8	-0.9	29.2	3.7	12.4	-2.5	-0.6
O=S(=O)(NCCOCCNS(=O)(=O)c1ccccc1)c1ccccc1	4.8	6.4	14.6	-0.1	3.2	-9.4	·	-0.8	1.1
CC(C)N(Cc1nc(-c2ccccc2)no1)C(=O)c1ccc(Br)o1	1.2	3.9	13.9	0.4	3.1	8.7	11.4	-1.2	-0.7
COc1ccc(NC(=O)CNCCC2=CCCCC2)cc1	1.1	6.0	-10.1	1.7	30.1	20.5	-1.6	6.1	·
Cc1ccccc1Nc1nc(N)nc(CSc2ccc(F)cc2)n1	0.5	-1.3	41.2	-0.9	-7.0	4.0	3.0	5.5	-0.8
COc1cccc(COc2nc3c(c(=O)n(C)c(=O)n3C)n2C)c1	-2.3	5.4	-4.9	20.4	-2.8	18.7	·	-0.5	-0.2
COCCOCCOCCC(=O)NC1CC2CCC1(C)C2(C)C (stereo not given)	1.4	6.6	15.5	-9.0	13.4	-1.5	11.7	0.3	-0.2
CCOC(=O)c1c(C)oc2ccc(OCC(=O)N(CC)CC)cc12	-0.6	-0.3	13.3	-5.6	1.8	8.0	15.1	-2.9	-0.3
CCOC(=O)N1CCN(C(=O)/C(=C/c2ccccc2OC)NC(=O)c2ccccc2)CC1	-2.6	-8.6	-31.4	3.2	-5.0	14.4	11.2	-2.5	-0.2

Compound activity (PubChem)
